# Pin1 inhibitor – qHTS Assay to Find Inhibitors of Pin1 | Peptidyl-prolyl cis-trans isomerase NIMA-interacting 1 (Homo sapiens), Q13526 | 390,000 tested, 0.009% active | Pin1 FP peptide displacement, HiFluor488, 10 min | Potency, µM (top dose mostly 115 µM), for the others: at the top dose activity, negative = inhibition, hits mostly inhibitors; active means well fitted inhibition curve with a large enough effect in the polarisation, with a control signal flat, not every such curve was filed as active; inconclusive means small, poorly fitted or top-dose-only effect, or effect the other way, or a change in a side signal; inactive means no such curve, though single readings can be large or run the other way; the % refers to the polarisation; further: potency means the concentration at half of the fitted maximal effect; on the % scale 0 is the no-effect control and ±100 the full control effect
# Target sequence (Q13526 whole entry, looked up): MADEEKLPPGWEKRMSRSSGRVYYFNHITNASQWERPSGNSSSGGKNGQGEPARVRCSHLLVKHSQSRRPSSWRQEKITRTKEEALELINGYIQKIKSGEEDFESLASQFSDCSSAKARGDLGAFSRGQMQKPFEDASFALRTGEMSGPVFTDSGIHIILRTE
# TRHR enhancer – qHTS for Small Molecule Agonists and Allosteric Enhancers of Human TRH Receptor: Primary Screen for Enhancers; Thyrotropin-releasing hormone receptor (Homo sapiens), P34981; enhancement, % at 2 µM; 360,000 tested, 0.66% active; AID 493056, 2011; TRHR cells, fluo-8 calcium fluorescence, EC20 TRH enhancement; in the data active means enhancement above about 30%; further: 0% is about no effect
#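 TRHR-expressing cells loaded with fluo-8 calcium dye were read kinetically (ex 480/em 530) during compound addition, then stimulated with an EC20 of TRH (10 nM final). Enhancement of the Gq-mediated intracellular calcium response was scored.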
# D2 antagonist – HTS Assay for Allosteric Antagonists of the Human D2 Dopamine Receptor: Primary Screen for Antagonists. HEK293 TREx D2 cells, calcium flux, dopamine EC80. D(2) dopamine receptor (Homo sapiens), P14416. 340,000 tested, 2% active. inhibition, % at 10 µM; in the data active means inhibition above about 30%; further: 0% is about no effect
#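 Tetracycline-induced HEK293 TREx cells expressing D2 receptor forced-coupled to calcium signalling, loaded with no-wash calcium dye. Compounds added and calcium flux read 180 s, then dopamine added at EC80 and read a further 180 s.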
# USP1-UAF1 inh – Inhibitors of USP1/UAF1: Primary Screen | Ubiquitin carboxyl-terminal hydrolase 1 (Homo sapiens), O94782 | recombinant USP1/UAF1, Ub-Rhodamine cleavage fluorescence | Potency, µM (top dose mostly 57.1 µM), without a hit: at the highest dose activity change, negative = inhibition, hits mostly inhibitors | 390,000 tested, 0.23% active | AID 743255, 2014; further: potency means the concentration at half of the fitted maximal effect; on the % scale 0 is the no-effect control and ±100 the full control effect; nearly all actives have a fitted effect of over 60% in size; inactives centre near -12
# Target sequence (O94782 whole entry, looked up): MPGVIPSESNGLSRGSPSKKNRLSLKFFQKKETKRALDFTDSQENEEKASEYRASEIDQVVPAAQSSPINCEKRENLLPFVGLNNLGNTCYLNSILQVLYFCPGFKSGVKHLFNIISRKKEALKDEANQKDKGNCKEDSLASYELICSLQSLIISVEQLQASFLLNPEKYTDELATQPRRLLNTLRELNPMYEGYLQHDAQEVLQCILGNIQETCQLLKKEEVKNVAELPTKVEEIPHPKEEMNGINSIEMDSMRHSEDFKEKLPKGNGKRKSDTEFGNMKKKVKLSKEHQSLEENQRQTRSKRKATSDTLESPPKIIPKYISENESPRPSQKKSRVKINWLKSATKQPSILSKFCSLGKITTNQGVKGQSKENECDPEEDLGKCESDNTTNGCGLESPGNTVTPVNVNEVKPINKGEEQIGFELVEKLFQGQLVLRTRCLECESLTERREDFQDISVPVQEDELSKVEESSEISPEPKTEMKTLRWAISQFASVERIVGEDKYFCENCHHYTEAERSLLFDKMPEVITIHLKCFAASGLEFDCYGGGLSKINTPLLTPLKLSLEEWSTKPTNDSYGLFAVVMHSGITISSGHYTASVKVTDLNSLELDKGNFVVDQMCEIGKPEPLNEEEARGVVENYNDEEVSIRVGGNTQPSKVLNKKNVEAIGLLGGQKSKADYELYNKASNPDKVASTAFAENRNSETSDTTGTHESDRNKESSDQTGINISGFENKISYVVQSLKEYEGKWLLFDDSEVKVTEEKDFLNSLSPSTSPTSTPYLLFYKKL
#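 USP1/UAF1 complex (1 nM) preincubated 15 min at room temperature with compound, then Ub-Rho substrate (150 nM final) added. Kinetic fluorescence at 480/540 nm over 6 reads at 60 s intervals; 50 mM HEPES pH 7.8, 0.5 mM EDTA, 0.1 mg/ml BSA, 1 mM TCEP, 0.01% Tween-20.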
# TrxR1 inh – qHTS Assay for Inhibitors of Mammalian Selenoprotein Thioredoxin Reductase 1 (TrxR1): qHTS; Thioredoxin reductase 1, cytoplasmic (Rattus norvegicus), O89049; Potency, µM (series often up to 114 µM), for inactives: at the top dose activity change, negative = inhibition, usual class: inhibitors; recombinant rTrxR1, NADPH fluorescence consumption, selenite substrate; AID 588453, 2011; 390,000 tested, 1% active; further: potency means the concentration at half of the fitted maximal effect; on the % scale 0 is the no-effect control and ±100 the full control effect; nearly all actives have a fitted effect of over 65% in size
#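 Rat TrxR1 (90 nM in the dispensed reagent) was pre-reduced with 400 uM NADPH for 5 min at room temperature, then incubated with compound for 15 min. After 400 uM selenite was added, NADPH fluorescence (Ex 340/Em 450 nm) was followed for 8 min.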
# IDH1 R132H inh – qHTS for Inhibitors of mutant isocitrate dehydrogenase 1 (IDH1): qHTS; IDH1-R132H enzyme, NADPH consumption, diaphorase/resazurin fluorescence; Potency, µM (highest dose often 76.6 µM), for inactives: at the top dose activity change, negative = inhibition, hits mostly inhibitors; 390,000 tested, 0.093% active; further: potency means the concentration at half of the fitted maximal effect; on the % scale 0 is the no-effect control and ±100 the full control effect; nearly all actives have a fitted effect of over 65% in size
#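 IDH1-R132H (0.5 ug/mL) preincubated 30 min with compound, then NADPH (0.016 mM) and alpha-KG (2 mM) added; 80 min at RT, pH 7.5. Remaining NADPH coupled via diaphorase/resazurin to fluorescence (540/590 nm); concentration-response curves normalized to no-enzyme control.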
# TrxR1 substrate – qHTS Assay for Substrates of Mammalian Selenoprotein Thioredoxin Reductase 1 (TrxR1): qHTS. Thioredoxin reductase 1, cytoplasmic (Rattus norvegicus), O89049. purified TrxR1 substrate turnover, NADPH consumption readout. Potency, µM (titrated, usually from 114 µM), without a hit: at the highest dose activity change, negative = substrate turnover. 390,000 tested, 0.01% active; further: potency means the concentration at half of the fitted maximal effect; on the % scale 0 is the no-effect control and ±100 the full control effect; nearly all actives have a fitted effect of over 50% in size
#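 Rat TrxR1, dispensed at 90 nM, was prereduced with 400 uM NADPH (final) for 5 min at ~22 deg C, then incubated with compound 15 min before 400 uM selenite. A first-read NADPH fluorescence drop versus no-compound background flagged substrates.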
# TRHR agonist – qHTS for Small Molecule Agonists and Allosteric Enhancers of Human TRH Receptor: Primary Screen for Agonists | TRHR cells, calcium flux fluo-8, FDSS agonist mode | activation, % at 2 µM | AID 493084, 2011 | Thyrotropin-releasing hormone receptor (Homo sapiens), P34981 | 360,000 tested, 0.18% active; in the data active means activation above about 30%; further: 0% is about no effect
#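 Fluo-8-loaded TRHR cells; 10 s baseline, compound added, kinetic Ca2+ fluorescence read 1/s, agonist mode.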
# D2 ag – HTS Assay for Allosteric Agonists of the Human D2 Dopamine Receptor: Primary Screen for Agonists. D(2) dopamine receptor (Homo sapiens), P14416. HEK293 T-REx D2 cells, calcium flux agonist mode. activation, % at 2 µM. 340,000 tested, 0.53% active. AID 485358, 2010;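 active means activation over 3 SD above normal in the single-dose calcium agonist read, cut at about 30% in these data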; further: 0% is about no effect
#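 HEK293 Trex D2 cells, tetracycline-induced, o/n 30 C 5% CO2; no-wash Ca dye, RT 30–90 min; 10-cycle baseline, 23 nl cpd added, kinetic Ca read 180 s; agonist hits = positive Ca response.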
# * = called active by the depositor; ? = inconclusive; · = not tested or not shown; [ ] = another dose, or the depositor's remark. Unless noted, the call rests on the fitted dose curve; in most records, active means well fitted inhibition curve with a large enough effect; inconclusive means small, poorly fitted or top-dose-only effect; inactive means no such curve, though single readings can be large or run the other way. This is a subset; count on the stated rates, not on these rows.
SMILES	TRHR agonist	TRHR enhancer	Pin1 inhibitor	TrxR1 substrate	IDH1 R132H inh	USP1-UAF1 inh	TrxR1 inh	D2 ag	D2 antagonist
Cc1ccc(C(=O)Nc2ccc(C(=O)N/N=C/c3cccnc3)cc2)cc1	0.6	0	19%	-3%	-13%	-18%	3%	-0.1	-5
COc1cc(/C=C2\SC(=S)N(CC(=O)NC3=NCCS3)C2=O)cc(OC)c1OC	1.5	3	40%[activator]	-13%	-2%	2%	3%[57.1 µM]	5.3	-4
O=C(NCCOc1ccc(Cl)cc1)C(=O)NCC1CCCO1 (stereo not drawn)	-1.5	-8	-2%	8%[57.1 µM]	0%	2%	20%[57.1 µM]	0.0	-2
O=C(CCl)N(c1ccc(Cl)cc1)c1c[nH]c2ccccc12	0.9	4	?	-7%	?	-8%	0.45µM*	3.1	2
COc1ccc(-n2c(SC(CN3CCCCC3)CN3CCCC3=O)nc3ccccc3c2=O)cc1 (stereo not drawn)	-0.5	-3	4%	-8%	0%	-13%	15%	-0.1	-5
Cc1cccc2sc(NC(=O)CN(C)S(=O)(=O)c3ccc(Br)s3)nc12	0.4	-5	6%	10%[57.1 µM]	5%	-2%	16%[57.1 µM]	0.4	26
Cc1sc2ncn(CC(=O)NCCCC(=O)N(C)Cc3ccccc3)c(=O)c2c1C	-0.1	1	2%	7%[57.1 µM]	3%	-25%	6%	3.9	0
CCOC(=O)C1=C(c2ccccc2)ON(C)C1c1ccccc1 (stereo not drawn)	-0.6	-3	9%	-10%	5%	-20%	-3%	0.0	3
CC(Sc1nc2c([nH]c3ccccc32)c(=O)n1-c1ccccc1)c1ccccc1 (stereo not drawn)	0.3	-1	0%	-1%[57.1 µM]	11%	-15%	15%[57.1 µM]	-5.3	·
CCS(=O)(=O)c1ncc(Cl)c(C(=O)N2CCN(c3ccc(OC)cc3)CC2)n1	0.0	-3	0%	6%	·	-21%	3.2µM*	4.3	·

# A draw from above in order of formula weight, low to high:
SMILES	TRHR agonist	TRHR enhancer	Pin1 inhibitor	TrxR1 substrate	IDH1 R132H inh	USP1-UAF1 inh	TrxR1 inh	D2 ag	D2 antagonist
CCOC(=O)C1=C(c2ccccc2)ON(C)C1c1ccccc1 (stereo not drawn)	-0.6	-3	9%	-10%	5%	-20%	-3%	0.0	3
O=C(CCl)N(c1ccc(Cl)cc1)c1c[nH]c2ccccc12	0.9	4	?	-7%	?	-8%	0.45µM*	3.1	2
O=C(NCCOc1ccc(Cl)cc1)C(=O)NCC1CCCO1 (stereo not drawn)	-1.5	-8	-2%	8%[57.1 µM]	0%	2%	20%[57.1 µM]	0.0	-2
Cc1ccc(C(=O)Nc2ccc(C(=O)N/N=C/c3cccnc3)cc2)cc1	0.6	0	19%	-3%	-13%	-18%	3%	-0.1	-5
CC(Sc1nc2c([nH]c3ccccc32)c(=O)n1-c1ccccc1)c1ccccc1 (stereo not drawn)	0.3	-1	0%	-1%[57.1 µM]	11%	-15%	15%[57.1 µM]	-5.3	·
CCS(=O)(=O)c1ncc(Cl)c(C(=O)N2CCN(c3ccc(OC)cc3)CC2)n1	0.0	-3	0%	6%	·	-21%	3.2µM*	4.3	·
Cc1sc2ncn(CC(=O)NCCCC(=O)N(C)Cc3ccccc3)c(=O)c2c1C	-0.1	1	2%	7%[57.1 µM]	3%	-25%	6%	3.9	0
COc1cc(/C=C2\SC(=S)N(CC(=O)NC3=NCCS3)C2=O)cc(OC)c1OC	1.5	3	40%[activator]	-13%	-2%	2%	3%[57.1 µM]	5.3	-4
Cc1cccc2sc(NC(=O)CN(C)S(=O)(=O)c3ccc(Br)s3)nc12	0.4	-5	6%	10%[57.1 µM]	5%	-2%	16%[57.1 µM]	0.4	26
COc1ccc(-n2c(SC(CN3CCCCC3)CN3CCCC3=O)nc3ccccc3c2=O)cc1 (stereo not drawn)	-0.5	-3	4%	-8%	0%	-13%	15%	-0.1	-5

# More structures
SMILES	TRHR agonist	TRHR enhancer	Pin1 inhibitor	TrxR1 substrate	IDH1 R132H inh	USP1-UAF1 inh	TrxR1 inh	D2 ag	D2 antagonist
Fc1ccccc1N1CCN(CCCNc2ccc3nncn3n2)CC1	0.6	3	-1%	6%	7%	-18%	4%	95*	90*
COC(=O)c1c(N=CN(C)C)c(C#N)c2n1CCCC2	-0.5	2	1%	5%[57.1 µM]	12%	-16%	2%[57.1 µM]	·	·
Cc1cc(F)ccc1NC(=O)CS(=O)(=O)c1cccc2nsnc12	-0.4	-3	7%	-7%	16%	-6%	-11%	-0.2	·
CN(Cc1ccccc1)C(=O)c1cn(C)c2ccc(S(=O)(=O)N(C)C3CCCCC3)cc2c1=O	-1.1	-1	0%	-3%	-8%	-11%	7%	0.5	·
Cc1ccccc1OCC(=O)NNC(=O)CN1C(=O)c2ccccc2C1=O	1.0	-5	-1%	-1%	2%	-23%	3%	-0.3	6
CSCCCc1cn([C@@H](CO)C(=O)NCCCCCCCCCCC(=O)N2CCNCC2)nn1	-0.3	-6	-4%	-3%	-1%	-14%	-10%	-0.1	-9
COC(=O)c1cc(NC(=O)c2nn(C)c3c2COc2ccccc2-3)cc(C(=O)OC)c1	-0.3	5	0%	2%	-10%	0%	6%	·	·
O=C1C(c2ccccc2)C2C=CC(C2)N1O (stereo not drawn)	·	·	-3%	-2%	7%	4%	7%	·	·
COc1ccc(CNC(=O)c2cc(Nc3ccc(C)cc3C)nc3ccccc23)cc1	-0.6	-4	10%	-3%	-16%	1%	20%	0.3	·
Cc1ccc(S(=O)(=O)NNC(=O)C2CCCCC2)cc1	0.9	12	-7%	3%	5%	?	15%	2.2	6
O=C(Nc1nc2ccc([N+](=O)[O-])cc2s1)c1c(F)cccc1F	0.7	9	7%	1%[57.1 µM]	3%	-3%	0%[57.1 µM]	0.1	11
CC(=O)c1ccc(NS(=O)(=O)c2cccc(C(=O)Nc3ccccc3C(=O)O)c2)cc1	0.3	8	-2%	-1%	-12%	-22%	-3%	-0.2	3
CCOc1cc(CNC(CC)CO)ccc1OCC(=O)Nc1cccc(C(F)(F)F)c1 (stereo not drawn)	0.9	-4	5%	-9%	-3%	-17%	-2%	0.0	-7
COc1ccc(OCC(=O)NNC(=O)c2nn(C)c(=O)c3ccccc23)cc1	0.2	-2	-1%	-3%	-2%	-6%	6%	0.2	-17
CCOc1ccc(C2=CC(=O)C[C@H](c3ccc(OC)cc3)C2)cc1	1.4	1	9%	-6%	-2%	3%	31%	-0.1	-5
O=C(NCc1ccccc1)C1=C[C@H](C2CCCCC2)C[C@H](OCCCCO)O1	·	·	5%	8%[57.1 µM]	14%	-26%	1%[57.1 µM]	·	·
O=C(NCCSC1CCCCC1)c1ccccc1	-0.5	-22	3%	-12%	-2%	-16%	-14%	-0.3	-6
CNC(=S)Nc1ccc(N2CCN(c3ccc(C(F)(F)F)cn3)CC2)nc1	1.0	0	-2%	-1%	-11%	-20%	-4%	1.3	-9
Cc1ccsc1C(=O)N1CC(=O)Nc2ccccc21	-0.1	15	1%	18%	9%	-11%	18%[57.1 µM]	0.1	0
Cc1ccc(Cl)cc1NC(=O)COC(=O)CC(C)(C)CC1=NS(=O)(=O)c2ccccc2N1	0.1	1	?	1%[57.1 µM]	0%	-29%	8%[57.1 µM]	1.4	·
O=[N+]([O-])c1ccc(N2CCN(Cc3ccccc3)CC2)nc1	-1.0	1	3%	0%[57.1 µM]	4%	?	5%[57.1 µM]	0.5	16
O=C(NCc1cccnc1)c1cn(-c2ccccc2)nc1-c1cccs1	-0.5	-6	1%	11%	-1%	?	20%	-0.4	25
COc1cccc2c(=O)n(CC(=O)Nc3cccc(F)c3)ccc12	-0.6	8	3%	-2%	1%	-19%	4%	-0.1	-13
CCn1c(=O)cc(OCC(=O)Nc2ccc(C)c(F)c2)c2ccccc21	0.0	5	-7%	-3%	1%	-9%	20%	0.6	·
COc1ccc(N2CC(C(=O)Nc3ccc(S(=O)(=O)Nc4nc(C)cc(C)n4)cc3)CC2=O)cc1 (stereo not drawn)	-0.3	-5	0%	8%	-2%	-8%	12%	-0.1	0
COc1cccc(C2=CC(=O)C[C@H](c3ccc4c(c3)OCO4)C2)c1OC	-0.5	0	0%	8%[57.1 µM]	5%	-25%	6%[57.1 µM]	0.7	2
Cc1ccc(OCCOCCn2ccnc2)c(Br)c1	-1.3	16	4%	-8%	2%	-5%	-8%	-0.6	-4

# Source: PubChem BioAssay
